Cardio protect: cardioprotection against H2O2-induced cell death, primary screen, uHTS, H9c2 cells, ATPLite luminescence; hit rate 0.63% among 360,000; H9c2 cardiomyocytes, H2O2 injury protection, 2 h; protection from H2O2 cell death, % at 20 µM;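 active = compounds giving at least 50% protection of heart cells from peroxide-induced death in the single-dose screen, raw or plate-pattern-corrected value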;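 also: 0% = DMSO wells with peroxide and 100% = DMSO wells without peroxide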
ABCB6 inh 2: ABCB6 transporter inhibitors, primary screen, K562-ABCB6 cells, flow cytometry, MLPCN library; K562-ABCB6 porphyrin accumulation, 1 h; hits give low values; fluorescence ratio to DMSO, % at 10 µM; hit rate 0.19% among 360,000; AID 602162, 2011;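 active = fluorescence ratio to DMSO below 75%, the collection mean minus 3 SD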;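 also: signal is porphyrin accumulated inside mitochondria; 100% equals median channel fluorescence of DMSO control wells; lower ratio means ABCB6 inhibition with less porphyrin fluorescence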
aDG glyco up: activators of alpha-DG glycosylation, primary screen, uHTS, Pro5-aDG cells, AlphaScreen; activation, % at 10 µM; AID 624168, 2012; hit rate 0.22% among 360,000; alpha-DG glycosylation AlphaScreen (IIH6); 0% Pro5, 100% B10-LARGE cell signal;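 active = activation of at least 8% versus controls, or a plate z-score of at least 8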;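 also: Pro5 are CHO cells carrying HIG-tagged alpha-DG that lacks glycosylation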
PDI inh: inhibitors of human PDI, primary screen, biochemical, turbidity, single point, plate reader; Protein disulfide-isomerase (Homo sapiens), P07237; PDI insulin aggregation turbidity, A650, 90 min; inhibition, % at 10 µM; hit rate 0.052% among 350,000; AID 588391, 2011;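 active = mean inhibition across replicates of 30% or more, whatever share of single replicates reach that level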;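 also: absorbance from insulin aggregation driven by PDI reduction with DTT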
Target sequence (P07237 whole entry, looked up): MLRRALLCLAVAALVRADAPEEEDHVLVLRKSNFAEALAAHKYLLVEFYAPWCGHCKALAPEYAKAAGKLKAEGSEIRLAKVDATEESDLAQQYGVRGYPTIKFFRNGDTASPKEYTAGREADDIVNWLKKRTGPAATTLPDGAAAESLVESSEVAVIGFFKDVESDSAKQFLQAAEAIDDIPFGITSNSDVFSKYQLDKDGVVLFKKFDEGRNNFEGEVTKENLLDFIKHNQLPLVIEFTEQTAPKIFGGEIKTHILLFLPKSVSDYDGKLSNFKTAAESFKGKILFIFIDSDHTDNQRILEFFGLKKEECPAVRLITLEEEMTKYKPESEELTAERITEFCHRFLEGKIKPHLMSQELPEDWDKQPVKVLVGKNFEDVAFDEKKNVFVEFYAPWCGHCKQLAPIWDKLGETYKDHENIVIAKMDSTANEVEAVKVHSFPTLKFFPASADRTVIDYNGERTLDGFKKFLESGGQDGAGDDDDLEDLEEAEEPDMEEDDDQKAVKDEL
MC4R ag barr: MC4R agonists recruiting beta-arrestin, primary screen, cell-based, luminescence, agonist arm of biased-ligand search | Melanocortin receptor 4 (Homo sapiens), P32245 | U2OS MC4R beta-arrestin complementation; percent of melanotan II response, DMSO zero | activation, % at 8.9 µM | hit rate 0.98% among 360,000;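 active = activation above a per-plate cutoff, the mean activation of sample wells on that plate plus 3 SD, cut at about 8% in these data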
CaV13 FRET inh: Primary screen for inhibitors of IQ motif and Ca2+-dependent inactivation inhibitor domain binding in CACNA1D, Förster resonance energy transfer in living cells, …. HEK cells, CFP/YFP FRET ICDI-IQ, plate reader, 10 min; percent FRET-ratio fall versus neutral wells. inhibition, % at 12.3 µM. hit rate 0.098% among 340,000. AID 743397;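 active = mean replicate inhibition of at least 30% and at least 1% of replicates passing that level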;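 also: 0% = median of the neutral control wells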
N-glyco inh: increase of ERlucT glycosylation luciferase signal, primary screen, N-linked glycosylation inhibitor project, D54 ERlucT cells, luminescence, set 2. D54 ERlucT glycosylation luciferase reporter, 24 h; percent of 100 nM tunicamycin response. reporter increase, % at 12.5 µM. hit rate 0.23% among 360,000. AID 588692, 2011;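 active = mean luciferase reporter signal, scaled so untreated is 0 and the glycosylation-blocking control 100, at or above a set limit in every replicate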;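 also: luciferase carries N-glycosylation sites so blocking glycosylation raises the light; 0% = median of neutral control wells and 100% = median of 100 nM tunicamycin wells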
MC4R antag cAMP: MC4R antagonists of cAMP signaling, primary screen, cell-based, TR-FRET, antagonist arm of biased-ligand search; Melanocortin receptor 4 (Homo sapiens), P32245; MC4R-expressing cells, MTII-stimulated cAMP, LANCE TR-FRET; inhibition, % at 6.5 µM; hit rate 0.48% among 360,000; AID 540295, 2011;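 active = inhibition above its plate's cutoff, the mean of tested wells on that plate plus 3 SD, cut at about 29% in these data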;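 also: 0% = Melanotan II alone and 100% = Melanotan II plus saturating MCL0020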
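Assay system: U2OS-MC4R stable cell line; Also added: Melanotan II; Technique: Eu-cAMP/anti-cAMP TR-FRET, emission 671 nm; Times: 30-min compound, 1-h challenge, 1-h detection, room temperature.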
HTR2A ag: mouse Htr2a agonists via beta-arrestin recruitment, primary screen, cell-based, luminescence; CHO-K1 mHTR2A beta-arrestin complementation; percent of 30 µM serotonin response; activation, % at 7.6 µM; hit rate 0.66% among 360,000; AID 624169, 2012;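 active = activation above a run cutoff, the mean activation of all tested compounds plus 3 SD, cut at about 14% in these data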;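 also: 0% = plate median of compound wells and 100% = 30 µM serotonin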
Target sequence (P35363 whole entry, looked up): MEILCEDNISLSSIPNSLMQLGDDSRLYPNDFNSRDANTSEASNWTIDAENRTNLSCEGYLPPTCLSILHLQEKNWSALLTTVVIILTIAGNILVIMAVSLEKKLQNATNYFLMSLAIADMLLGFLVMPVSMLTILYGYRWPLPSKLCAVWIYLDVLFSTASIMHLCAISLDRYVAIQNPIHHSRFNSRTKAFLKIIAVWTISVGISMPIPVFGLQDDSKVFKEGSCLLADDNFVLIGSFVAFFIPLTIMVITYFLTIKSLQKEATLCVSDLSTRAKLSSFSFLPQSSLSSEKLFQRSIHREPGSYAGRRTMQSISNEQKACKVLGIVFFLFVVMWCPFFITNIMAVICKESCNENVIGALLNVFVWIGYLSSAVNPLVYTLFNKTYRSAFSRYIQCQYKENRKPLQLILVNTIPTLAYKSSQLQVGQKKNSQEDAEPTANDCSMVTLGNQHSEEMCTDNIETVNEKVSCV
Vif inh: HIV Vif self-association inhibitors, primary screen, imaging, HEK293T, single point; HEK293T cells, Vif self-association by quenched fluorescence, 24 h; inhibition, % at 7.49 µM; hit rate 0.35% among 340,000; in the data active = inhibition above about 50%, passing the limit was not always enough; also: some results filed as inactive read as strong as hits
Active calls of the source: *; · = not tested or not shown. Compounds were not picked by outcome. About 3.6% of those tested had a hit in this group.

#	canonical_smiles	Cardio protect	ABCB6 inh 2	aDG glyco up	PDI inh	MC4R ag barr	CaV13 FRET inh	N-glyco inh	MC4R antag cAMP	HTR2A ag	Vif inh
1	CCCCn1nc(C(=O)NCC(c2cccs2)N2CCOCC2)c2ccccc2c1=O (stereo not drawn)	-16	95	1.2	5	-0.6	-6	5	0	4	-2
2	O=C(COc1ccc(C(=O)c2ccccc2)cc1)NC1CCCCCC1	-24	106	2.2	-6	4.4	-3	-5	19	-4	0
3	CCOc1ccccc1-c1cnc(NC)cn1	8	104	-0.1	2	-0.3	-5	0	-5	4	-4
4	O=C(NCc1cccc(Cl)c1)C1Cc2c(-c3ccc(Cl)cc3)ccnc2O1 (stereo not drawn)	-7	99	0.1	-2	0.5	-5	1	1	6	-15
5	CN1C(=S)SC(N(O)C=C2C=CC(=O)C=C2)C1(C)C (stereo not drawn)	-1	104	-0.1	2	0.1	-4	4	12	-2	·
6	COc1ccc(OCC(=O)N2CCN(C(=O)c3ccco3)CC2)cc1	-11	92	0.2	-1	0.0	-2	0	15	2	3
7	CCOC(=O)c1sc(NC(=O)CNCc2ccccn2)c(C(=O)OCC)c1C	18	94	1.0	8	-2.3	-4	21	6	-6	-10
8	Cc1cccc(OCc2nnc(SCC(=O)N3c4ccccc4CCc4ccccc43)o2)c1	-5	100	0.5	-1	-1.4	-3	-6	14	-6	-6
9	COc1ccccc1Nc1nc(NCc2ccco2)c2ccccc2n1	-8	97	0.5	-18	0.5	-18	-4	-7	-9	6
10	CCOc1ccc(S(=O)(=O)N2CC(=O)Nc3ccccc32)cc1C#N	12	95	-0.1	-6	3.1	-20	1	11	-1	10
11	CC(C)CNC(=O)C1Nc2ccc(C(F)(F)F)cc2C2C=CCC12 (stereo not drawn)	-8	101	0.9	-3	5.5	-6	1	9	3	-2
12	CCO[C@@H]1OC(C(=O)N2CCN(Cc3ccc4c(c3)OCO4)CC2)=C[C@H](c2ccc(C(F)(F)F)cc2)[C@H]1CCCO	5	97	0.4	-2	0.0	-10	4	11	-2	·
13	Cc1ccc(NC(=O)CCNS(=O)(=O)c2ccc3c(c2)c(=O)n(C)c(=O)n3C)cc1C	10	96	0.6	-3	-0.7	6	1	6	0	2
14	O=C(c1ccc(COc2ccc(Cl)cc2)cc1)N1CCCCC1	-8	91	0.0	-33	3.3	9	0	-9	2	-13
15	CCCCC(CC)C(=O)Nc1cc([N+](=O)[O-])ccc1F (stereo not drawn)	-5	103	0.0	-9	-3.1	-3	-1	4	1	5
16	C[C@@]12CCC3[C@@](CCC4[C@@]3(C)CCC[C@@]4(C)C(=O)Nc3ccc(Cl)cc3)(CC1=O)C2 (stereo partly drawn)	-14	97	0.3	-1	1.5	-5	-5	-2	0	-1
17	CC1CCCN(C(=O)N2c3ccccc3Sc3ccccc32)C1 (stereo not drawn)	-21	96	0.4	-2	-0.3	·	-8	8	-2	7
18	COc1ccccc1CSc1ncc(-c2ccc([N+](=O)[O-])cc2)[nH]1	-10	92	0.1	-6	-1.9	-7	1	16	-6	-11
19	CCCCN1CC(N2CCN(C(=O)c3ccco3)CC2)CS1(=O)=O (stereo not drawn)	4	101	-0.2	·	·	-10	2	·	1	·
20	Nc1nc(CN2CCCCC2)cs1	12	95	0.2	-2	1.4	-3	1	2	-2	8
21	CN(C)c1ccc(/C=N\NC(=S)SCN2C(=O)C3CCC(C)(C2=O)C3(C)C)cc1 (stereo not drawn)	10	97	-0.5	17	-0.2	·	0	6	4	15
22	CN(Cc1ccon1)C(=O)CC1C(=O)NCCN1Cc1ccc(F)c(F)c1 (stereo not drawn)	5	99	0.1	-6	-1.8	·	3	-1	-1	-4
23	Oc1[nH]c2ccccc2c1N=Nc1nc(Nc2ccccc2)nc(N2CCOCC2)n1	28	91	-0.6	-7	1.4	-3	-10	28*	-3	2
24	CNC(=O)NC(=O)CSc1nnc(-c2ccco2)n1Cc1ccccc1	12	85	-0.2	-4	-1.5	-5	1	-1	2	29
25	O=C(Cc1ccccc1)n1nc(-c2ccccc2)nc1NCc1ccco1	-16	97	0.0	0	1.0	-6	-2	4	17*	-8

(next part)
#	canonical_smiles	Cardio protect	ABCB6 inh 2	aDG glyco up	PDI inh	MC4R ag barr	CaV13 FRET inh	N-glyco inh	MC4R antag cAMP	HTR2A ag	Vif inh
26	O=C(NNS(=O)(=O)c1ccccc1)c1ccc(S(=O)(=O)N2CCCCC2)cc1	2	97	0.0	2	-0.6	-3	0	8	-1	-3
27	CC(C)Oc1ccc2ccccc2c1CNC[C@H]1O[C@@H](n2ccc(N)nc2=O)[C@H](O)[C@@H]1O	-2	94	0.1	0	-1.0	-6	2	2	-7	3
28	O=c1[nH]c(=S)[nH]c2c1C(c1ccc(Br)cc1)c1c([nH]c(=S)[nH]c1=O)O2	2	151	0.1	9	-2.2	-19	1	1	-3	4
29	Cc1ccc(NC(=O)NCCCN2CCCC2=O)cc1C	3	98	-0.2	-36	-2.7	-2	1	-1	5	-10
30	COC(=O)CCSC(=S)N1CCOCC1	4	98	0.0	4	2.0	-3	-1	4	3	-8
31	O=C(O)C[C@H]1c2cc(C(F)(F)F)ccc2S(=O)(=O)N1C1CCN(Cc2ccccc2)CC1	2	95	0.0	-5	-1.2	-10	7	6	5	-7
32	CC1(C(=O)Nc2ccc(Cl)c(Cl)c2)CCN1C(=O)Cc1cccc2ccccc12 (stereo not drawn)	-7	104	-0.2	5	-1.2	-5	4	7	-5	18
33	CCOC(=O)c1c(-c2ccccc2)csc1NC(=O)CSc1ccccc1	-8	102	0.0	-2	0.0	-9	-3	20	-4	-1
34	CCOC(=O)C1=C(C)Nc2ccccc2N=C1NC(=O)c1cccc(S(=O)(=O)NCc2ccccc2)c1	24	99	0.0	19	1.6	-6	1	9	-11	-9
35	COCCNC(=S)N1CCC(NC(=O)Nc2ccc(C)cc2)CC1	-2	97	-0.2	8	-0.7	-6	0	12	3	11
36	O=[N+]([O-])c1ccc2[nH]c(=S)sc2c1	-20	95	-0.2	-2	-2.9	-7	4	4	-3	-6
37	Cc1noc(C(=O)Nc2ccc(C#N)cc2)c1Cl	1	97	0.0	7	-0.7	-18	-2	17	0	-5
38	CCOC(=O)N1CCC(=NNC(N)=O)C1	6	103	0.0	9	-1.9	-9	2	4	0	·
39	N#Cc1ccccc1NS(=O)(=O)c1cc2c3c(c1)CCN3C(=O)CC2	6	97	2.1	-5	0.6	-6	2	14	5	5
40	CCOC(=O)c1c(C)oc2ccc(OCc3cc(C(=O)OC)oc3C)cc12	-12	99	0.5	-8	-1.0	·	2	4	0	15
41	Cc1ccc(CN2CCC(c3nc4ccc(Cl)cc4[nH]3)CC2)cc1	-5	104	3.7	20	1.0	-8	-2	2	-8	9
42	COc1ccc(NC(=O)CCCN2C(=O)C3C4C=CC(C4)C3C2=O)c(OC)c1 (stereo not drawn)	-3	89	0.3	-7	-1.9	-2	1	-1	-1	0
43	O=C(NNC(=S)NC(=O)c1ccccc1)c1cccnc1	5	95	-0.2	-2	-4.0	-15	0	-1	-4	9
44	C[C@H]1CN([C@@H](C)CO)C(=O)CCCn2cc(nn2)CO[C@@H]1CN(C)S(=O)(=O)c1cccc(C#N)c1	-4	101	0.6	4	0.6	-2	-1	5	-1	·
45	CN1CCN(c2nc(C#N)cc(-c3ccccc3)n2)CC1	17	94	0.1	5	-1.1	·	0	-2	-6	-4
46	C[C@@H](C(=O)NCC1CCCO1)N1C(=O)N2CCc3c([nH]c4ccccc34)[C@@]2(C)C1=O (stereo partly drawn)	-2	101	0.0	·	0.2	·	0	11	-6	-6
47	CN1CC(=O)N(CC(=O)NCc2ccc(F)cc2)c2ccccc2C1=O	4	119	0.1	0	-1.8	·	-2	2	-3	·
48	COc1ccc(S(=O)(=O)Nc2ccccc2C)cc1	-6	96	0.0	-1	1.0	-5	·	4	0	·
49	O=C(NC1CCCC1)C(c1ccncc1)N(C(=O)c1csnn1)c1cccc(Cl)c1 (stereo not drawn)	-1	91	0.0	-6	-2.6	-5	5	15	3	-10
50	COc1ccc(/C=C/C(=O)c2ccc(OC)cc2O)cc1	-2	100	0.1	-9	-0.5	2	4	5	-4	3
51	CCOC(=O)N1CCN(C(=O)c2ccc(CS(=O)Cc3ccc(C)cc3)o2)CC1 (stereo not drawn)	5	100	-0.1	-2	-2.0	-5	2	4	9	1
52	c1nnn(C23CC4CC(CC(C4)C2)C3)n1	5	98	0.0	-3	0.5	-4	3	3	-2	23

Limited to aDG glyco up (two entries from above):
item	mol	aDG glyco up
47	CN1CC(=O)N(CC(=O)NCc2ccc(F)cc2)c2ccccc2C1=O	0.1
48	COc1ccc(S(=O)(=O)Nc2ccccc2C)cc1	0.0
